Assay outcomes as filed in PubChem BioAssay.
AmpC detergent: qHTS Inhibitors of AmpC Beta-Lactamase (assay with detergent) | P00811 | AmpC hydrolysis of nitrocefin, absorbance 480 nm, 0.01% Triton | Potency, µM (titrated, usually from 114 µM), without a hit: at the highest dose activity change, negative = inhibition, hits mostly inhibitors | hit rate 0.041% among 370,000 | AID 485294, 2010;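 note: potency is the fitted concentration of half-maximal effect; 0% = no-compound wells and -100% = no-enzyme wells; nearly all actives have a fitted effect of over 25% in size; some results filed as inactive show a strong effect at the top dose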
Target sequence (P00811 whole entry, looked up): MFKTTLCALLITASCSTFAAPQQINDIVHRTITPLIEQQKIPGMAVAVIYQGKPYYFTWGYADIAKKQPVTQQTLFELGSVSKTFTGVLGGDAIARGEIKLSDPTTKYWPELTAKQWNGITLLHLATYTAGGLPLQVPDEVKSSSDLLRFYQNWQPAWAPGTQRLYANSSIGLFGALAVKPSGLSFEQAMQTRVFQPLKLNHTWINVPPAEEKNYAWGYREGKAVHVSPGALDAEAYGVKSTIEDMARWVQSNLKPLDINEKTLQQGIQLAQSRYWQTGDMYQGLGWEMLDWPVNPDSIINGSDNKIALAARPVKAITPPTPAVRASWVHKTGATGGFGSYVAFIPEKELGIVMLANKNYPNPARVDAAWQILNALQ
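AmpC (5.3 nM in the dispensed reagent) in 20 mM phosphate pH 7.0 with 0.01% (detergent screen) or 0.0001% Triton X-100 was preincubated with compounds for 15 min at room temperature. Nitrocefin was then added from an 800 uM solution, and hydrolysis was followed at 480 nm.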
HCV inh: qHTS Assay for Inhibitors of Hepatitis C Virus (HCV) | Huh7.5.1 HCVcc-Cre infection, luciferase reporter, 44 h | Potency, µM (titrated, usually from 41.8 µM), inactives show at the top dose activity change, negative = inhibition, most hits filed as inhibitors | hit rate 3.4% among 340,000; note: potency is the fitted concentration of half-maximal effect
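Reporter virus HCVcc-Cre (~0.5 moi) infects cells exposed to compound; seeding density 1,000 cells/well with 4 h settling beforehand. Luminescence, 15 sec read, taken 44 h post-infection following a 15 min RT substrate incubation.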
AmpC no deterg: qHTS Inhibitors of AmpC Beta-Lactamase (assay without detergent); AmpC nitrocefin hydrolysis, absorbance 480 nm, 0.0001% Triton; hit rate 0.52% among 330,000; Potency, µM (series often up to 57.1 µM), inactives show at the top dose activity change, negative = inhibition, usual class: inhibitors;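 note: potency is the fitted concentration of half-maximal effect; plate controls were no compound for no effect and no enzyme for full effect; nearly all actives have a fitted effect of over 20% in size; some results filed as inactive show a strong effect at the top dose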
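20 mM phosphate pH 7.0 + 0.01% (detergent screen) or 0.0001% Triton X-100; 5.3 nM AmpC reagent; cpd preinc 15 min RT; nitrocefin (800 uM stock) to start; A480 q20 s × 4 min; Activity was normalised to no-enzyme and no-compound control wells.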
HCMV inh: qHTS Assay for inhibitors of the human cytomegalovirus (HCMV). HFF cells, HCMV-luciferase reporter, 72 h; active compounds read low. activity change, negative = inhibition, % at 57.5 µM. hit rate 4.5% among 410,000. AID 1259415, 2018; in the data active = activity change below about -60%; inconclusive = no clear call, values can overlap the other calls; inactive = above about -39%
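Human foreskin fibroblasts infected with luciferase-reporter HCMV at MOI 1 PFU/cell, compounds at two doses. Luciferase measured 72 h post infection; normalized to buffer-only basal and Salinomycin (10uM) controls.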
Sm TGR inh: qHTS Assay for the Inhibitors of Schistosoma Mansoni Peroxiredoxins; purified TGR, DTNB reduction, TNB absorbance 405 nm; Potency, µM (series often up to 114 µM), without a hit: top-dose activity change, negative = inhibition, actives largely listed as inhibitors; hit rate 3% among 360,000; note: potency is the fitted concentration of half-maximal effect; nearly all actives have a fitted effect of over 60% in size
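First, TGR (20 nM dispensed) and NADPH were mixed with compound. Second, a 15 min room-temperature incubation followed. Third, further NADPH and then DTNB were added to start the reaction. Finally, TNB absorbance was monitored kinetically.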
FBPA Giardia inh: qHTS Assay for Inhibitors of Fructose-1,6-bisphosphate Aldolase from Giardia Lamblia; A8B2U2; purified Giardia FBPA; Potency, µM (highest dose often 59.6 µM), without a hit: at the top dose activity, negative = inhibition, usual class: inhibitors; hit rate 0.71% among 290,000; AID 2451, 2010; note: potency is the fitted concentration of half-maximal effect; nearly all actives have a fitted effect of over 55% in size
Target sequence (A8B2U2 whole entry, looked up): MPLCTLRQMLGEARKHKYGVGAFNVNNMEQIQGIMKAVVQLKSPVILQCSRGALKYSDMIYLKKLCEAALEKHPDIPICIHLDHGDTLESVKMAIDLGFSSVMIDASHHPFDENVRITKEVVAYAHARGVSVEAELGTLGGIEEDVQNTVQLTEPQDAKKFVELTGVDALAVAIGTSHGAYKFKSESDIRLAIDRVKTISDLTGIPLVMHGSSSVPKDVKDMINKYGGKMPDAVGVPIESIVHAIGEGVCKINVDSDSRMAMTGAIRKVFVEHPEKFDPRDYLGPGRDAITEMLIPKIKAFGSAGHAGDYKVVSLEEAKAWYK
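Giardia FBPA (40 nM reagent) was preincubated 10 min at RT with compound (up to 57.5 uM final), then substrate plus GAPDH/TPI/NAD/arsenate coupling system with diaphorase/resazurin was added; resorufin fluorescence (525/598 nm) was read after 20 min.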
* hit, by the source's call; & = joins results of further samples; [ ] = another dose, or the depositor's remark. Unless noted, calls come from the whole dose curve; as a rule, active = well fitted curve in the direction sought with a large enough effect; inconclusive = small, poorly fitted or top-dose-only effect, or another doubt; inactive = no such curve, though single readings can be large; an effect the other way counts as inactive or inconclusive. Unless noted, % is set by controls: 0 for no effect and ±100 for the full control effect. This is a random part of the collection. About 9.9% of those tested had a hit in this group.

CCOC(=O)c1c(C)[nH]c(C)c1S(=O)(=O)N1CCC(C(=O)NCc2cccc(OC)c2)CC1 was read as AmpC detergent 2%, HCMV inh 14 and Sm TGR inh 29%.
COc1ccc(N(CC(O)CN2CCOCC2)S(=O)(=O)c2ccc(C)cc2)cc1 (stereo unspecified) was read as AmpC detergent -9%, HCV inh 13%, AmpC no deterg 18%, HCMV inh 10, Sm TGR inh -8% and FBPA Giardia inh 5%.
`COc1cccc(C(=O)Nc2cccc(C(=O)N3CCOCC3)c2)c1` gave AmpC detergent inconclusive, HCV inh 5%, AmpC no deterg -3%, HCMV inh -66*, Sm TGR inh -1% and FBPA Giardia inh -5%.
Screening O=C(O)COc1ccc(/C=N/NC(=O)c2ccccc2Br)cc1 returned AmpC detergent 7%, HCV inh 8%, AmpC no deterg -17%, Sm TGR inh 9% and FBPA Giardia inh 2%.
O=C1CC(=O)N(c2ccc(Cl)cc2Cl)C(=O)N1 was read as AmpC detergent -17%, HCV inh 7%, AmpC no deterg -58%, HCMV inh -10, Sm TGR inh inconclusive and FBPA Giardia inh 15%.
CCCCN(C)CC(O)Cn1cc(/C=C/C(=O)c2ccc(C)cc2)c2ccccc21 (stereo unspecified) was read as AmpC detergent 2%&-4%, HCV inh 13µM*, AmpC no deterg 55%, HCMV inh -98*, Sm TGR inh 3%&0% and FBPA Giardia inh 4%.
`O=C1C2C3C=CC(C3)C2C(=O)N1CC1CCCO1` (stereo unspecified) gave AmpC detergent 1%, HCV inh 0%, AmpC no deterg -8%, HCMV inh -1, Sm TGR inh 2% and FBPA Giardia inh 5%.
For Cc1ccc(C(=O)Nc2c(C(=O)NC(C)(C)C)oc3ccccc23)cc1 the results were AmpC detergent -13%, HCMV inh -19 and Sm TGR inh 10%.
`COc1ccc(CC(=O)Nc2ccc(NC(=O)c3ccc(Br)cc3)cc2)cc1OC` gave AmpC detergent -4%, HCV inh 10%, AmpC no deterg -4%, HCMV inh 4, Sm TGR inh 2% and FBPA Giardia inh 2%.
For NC(=O)c1ccccc1NS(=O)(=O)Cc1ccccc1 the results were AmpC detergent inconclusive, HCV inh 19%, AmpC no deterg -15%, HCMV inh 12, Sm TGR inh 22%[11.4 µM] and FBPA Giardia inh -5%.
For COc1ccc(-c2cc3nc(C)c(CCC(=O)Nc4cccc(C(F)(F)F)c4)c(C)n3n2)c(OC)c1 the results were AmpC detergent 17%, HCMV inh inconclusive and Sm TGR inh 5%.
O=C(COC(=O)C1CCC1)NCc1ccc(F)cc1 was read as AmpC detergent inconclusive, HCV inh inconclusive, AmpC no deterg -1%, HCMV inh -21 and Sm TGR inh inconclusive.
Screening N#C/C(=C/c1ccc(N2CCCCC2)o1)C(=O)Nc1ccc2ccccc2c1 returned AmpC detergent inconclusive, HCV inh 10µM*, AmpC no deterg -40%, HCMV inh inconclusive, Sm TGR inh inconclusive and FBPA Giardia inh -3%.
`Cc1onc(-c2c(Cl)cccc2Cl)c1NC(=O)NN(C)C` gave AmpC detergent -7%, HCV inh 2%, AmpC no deterg -10%, HCMV inh -25, Sm TGR inh 8% and FBPA Giardia inh 6%.
For Cc1cc(Cl)ccc1NC(=O)CN1CCC(C(O)(c2ccccc2)c2ccccc2)CC1 the results were AmpC detergent inconclusive, HCV inh inconclusive, AmpC no deterg -22%, HCMV inh -67*, Sm TGR inh 3% and FBPA Giardia inh -3%.
Screening CNS(=O)(=O)c1cn(CC(=O)Nc2ccc(C(C)=O)cc2)cc1S(=O)(=O)NC returned AmpC detergent 15%, HCMV inh 0 and Sm TGR inh 9%.
For O=C(NCc1ccccc1F)c1cc(=O)[nH]c2ccccc12 the results were AmpC detergent -12%, HCV inh 13%, AmpC no deterg -12%, HCMV inh -27, Sm TGR inh -9% and FBPA Giardia inh 4%.
`c1ccc(-c2csc3ncnc(NCCCN4CCOCC4)c23)cc1` gave AmpC detergent 4%, HCV inh inconclusive, AmpC no deterg 45%, HCMV inh inconclusive, Sm TGR inh -4% and FBPA Giardia inh 0%.
CC(=O)c1ccc(N2CCN(C3C(=O)c4ccccc4N3C(C)=O)CC2)cc1 (stereo unspecified) was read as AmpC detergent 1%, HCMV inh 0 and Sm TGR inh -16%.
For CC(C)(C)[C@H]1COC(=O)CCCC/C=C\C[C@H](CC(=O)NCCO)C(=O)N1 the results were HCV inh -6%, AmpC no deterg 3% and HCMV inh 28.
For CCOc1cc(NC(=O)c2cccs2)c(OCC)cc1NC(=O)CCC(=O)NCCN1CCOCC1 the results were AmpC detergent -5%, HCV inh -1%, AmpC no deterg 116%[activator], HCMV inh -32, Sm TGR inh -11% and FBPA Giardia inh -2%.
Screening COc1ccc2nc(SCC(=O)Nc3cc(OC)c(OC)cc3C(=O)O)c(C)cc2c1 returned AmpC detergent 4%, HCV inh -7%, AmpC no deterg -37%, HCMV inh 8, Sm TGR inh -6% and FBPA Giardia inh 10%.
Screening CC(OC(=O)C1CCCCC1)c1nc2ccccc2[nH]1 (stereo unspecified) returned AmpC detergent inconclusive, HCV inh 0%, AmpC no deterg -28%, HCMV inh -23, Sm TGR inh -13% and FBPA Giardia inh -1%.
Screening COc1cc(OC)c(C(=O)OCC(=O)NC2CCCCCCC2)cc1OC returned HCV inh 1%, AmpC no deterg 32% and HCMV inh inconclusive.
Screening Cc1cc(=O)n(CC(=O)NCc2ccc(OC(C)C)cc2)c2c1c(C)nn2-c1cccc(F)c1 returned AmpC detergent -3%, HCMV inh 5 and Sm TGR inh 4%.
For O=C(CNC(=O)c1ccccc1Cl)N/N=C/c1ccc2c(c1)OCO2 the results were AmpC detergent 5%, HCV inh -11%, AmpC no deterg -23%, HCMV inh 8, Sm TGR inh -7% and FBPA Giardia inh -11%.
`O=C(CN1CCN(S(=O)(=O)c2ccccc2)CC1)NCCc1ccccc1` gave AmpC detergent -13%, HCV inh 17%, AmpC no deterg 100%[activator], HCMV inh -14 and Sm TGR inh 0%.
Screening COc1cccc(-n2c(SCC(=O)NCCC3=CCCCC3)nc3n[nH]c(C)c3c2=N)c1 returned AmpC detergent 3%, HCV inh inconclusive, AmpC no deterg 3%, HCMV inh -6, Sm TGR inh 5% and FBPA Giardia inh 0%.
For O=C(Cn1c(=O)n(-c2ccc(F)cc2)c(=O)c2sc3ccccc3c21)NC1CCCCC1 the results were AmpC detergent -5%, HCMV inh -1 and Sm TGR inh 8%.
`COc1ccc2c(=O)c3c(=O)n(Cc4ccco4)c(C(C)C)nc3oc2c1` gave AmpC detergent -5%, HCV inh -3%&-17%, AmpC no deterg 2%, HCMV inh -9, Sm TGR inh -19% and FBPA Giardia inh -6%.
For COC(=O)c1c(NC(=O)CN2CCN(S(=O)(=O)c3ccccc3[N+](=O)[O-])CC2)sc2c1CCC(C)C2 (stereo unspecified) the results were AmpC detergent inconclusive, HCV inh -9%, AmpC no deterg -21%, HCMV inh -60*, Sm TGR inh 7% and FBPA Giardia inh 0%.
For COc1ccc(C(=O)c2c(N)sc3c2CCN(C(=O)OC(C)(C)C)C3)cc1 the results were AmpC detergent inconclusive, HCV inh inconclusive, AmpC no deterg -19%, HCMV inh -84*, Sm TGR inh inconclusive and FBPA Giardia inh -18%.
Screening CCOc1ccc2[nH]c(=O)c(C(c3nnnn3CC3CCCO3)N3CCc4ccccc4C3)cc2c1 (stereo unspecified) returned AmpC detergent -13%, HCV inh -14%, AmpC no deterg 40%, HCMV inh -16, Sm TGR inh inconclusive and FBPA Giardia inh inconclusive.
For CN1CCN(C(=O)c2cc3sccc3n2CC(=O)c2ccccc2)CC1 the results were AmpC detergent inconclusive, HCV inh -7%, AmpC no deterg 15%, HCMV inh -18, Sm TGR inh -1% and FBPA Giardia inh 0%.
For CCOC(=O)C1=C(CNCCc2ccc(Cl)cc2)NC(=O)NC1c1ccc2c(c1)OCO2 (stereo unspecified) the results were AmpC detergent -3%, HCV inh inconclusive, AmpC no deterg 10%, HCMV inh -13, Sm TGR inh 6% and FBPA Giardia inh -8%.
Screening CCN1C(=O)[C@H]2[C@@H](c3ccc(-c4ccc(OC)cc4)cc3)N[C@@](C)(C(=O)OC)[C@H]2C1=O returned AmpC detergent 0%, HCV inh 6%, AmpC no deterg 139%[activator], HCMV inh -10 and Sm TGR inh -2%.
Screening CCN1CCN(C(=O)C(=O)c2cn(CC(=O)N3CCCC3)c3ccccc23)CC1 returned AmpC detergent -5%, HCV inh 9%, AmpC no deterg 220%[activator], HCMV inh 15 and Sm TGR inh -4%.
For CCOC(=O)C1CCN(C(=O)Cn2c(-c3cccs3)cc3cc(Cl)ccc32)CC1 the results were AmpC detergent 22%, HCMV inh 10 and Sm TGR inh 2%.
`COC(=O)[C@]1(C)N[C@H](CN(C)C(=O)Nc2ccc(F)cc2)[C@@H]2C(=O)N(C)C(=O)[C@@H]21` gave HCV inh 11%, AmpC no deterg 0% and HCMV inh 8.
O=C(NCCc1c[nH]c2ccccc12)C(=O)NCC(c1cccnc1)N1CCN(c2ccccc2)CC1 (stereo unspecified) was read as AmpC detergent inconclusive, HCV inh 10µM*, AmpC no deterg 83%[activator], HCMV inh inconclusive, Sm TGR inh -2% and FBPA Giardia inh 2%.

Six structures from above, arranged by molar mass, lowest first:
For CN1CCN(C(=O)c2cc3sccc3n2CC(=O)c2ccccc2)CC1 the results were AmpC detergent inconclusive, HCV inh -7%, AmpC no deterg 15%, HCMV inh -18, Sm TGR inh -1% and FBPA Giardia inh 0%.
For COc1ccc(C(=O)c2c(N)sc3c2CCN(C(=O)OC(C)(C)C)C3)cc1 the results were AmpC detergent inconclusive, HCV inh inconclusive, AmpC no deterg -19%, HCMV inh -84*, Sm TGR inh inconclusive and FBPA Giardia inh -18%.
`COC(=O)[C@]1(C)N[C@H](CN(C)C(=O)Nc2ccc(F)cc2)[C@@H]2C(=O)N(C)C(=O)[C@@H]21` gave HCV inh 11%, AmpC no deterg 0% and HCMV inh 8.
Screening CCN1C(=O)[C@H]2[C@@H](c3ccc(-c4ccc(OC)cc4)cc3)N[C@@](C)(C(=O)OC)[C@H]2C1=O returned AmpC detergent 0%, HCV inh 6%, AmpC no deterg 139%[activator], HCMV inh -10 and Sm TGR inh -2%.
Screening CCOc1ccc2[nH]c(=O)c(C(c3nnnn3CC3CCCO3)N3CCc4ccccc4C3)cc2c1 (stereo unspecified) returned AmpC detergent -13%, HCV inh -14%, AmpC no deterg 40%, HCMV inh -16, Sm TGR inh inconclusive and FBPA Giardia inh inconclusive.
For COC(=O)c1c(NC(=O)CN2CCN(S(=O)(=O)c3ccccc3[N+](=O)[O-])CC2)sc2c1CCC(C)C2 (stereo unspecified) the results were AmpC detergent inconclusive, HCV inh -9%, AmpC no deterg -21%, HCMV inh -60*, Sm TGR inh 7% and FBPA Giardia inh 0%.
